Compound activity from PubChem BioAssay.
Vif imaging: HIV Vif self-association inhibitors, primary screen, imaging, HEK293T, single point; HEK293T cells, Vif self-association by quenched fluorescence, 24 h; inhibition, % at 7.49 µM; hit rate 0.35% among 340,000; in the data active = inhibition above about 50%, passing the limit was not always enough; inconclusive = no clear call, values can overlap the other calls; inactive = below about 31%; note: some results filed as inactive read as strong as hits
PDI inh: inhibitors of human PDI, primary screen, biochemical, turbidity, single point, plate reader; Protein disulfide-isomerase (Homo sapiens), P07237; PDI insulin aggregation turbidity, A650, 90 min; inhibition, % at 10 µM; hit rate 0.052% among 350,000; AID 588391, 2011;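 active = mean inhibition across replicates of 30% or more, whatever share of single replicates reach that level; inconclusive = mean inhibition below 30% while every single replicate reaches 30%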;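 note: absorbance from insulin aggregation driven by PDI reduction with DTT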
Target sequence (P07237 whole entry, looked up): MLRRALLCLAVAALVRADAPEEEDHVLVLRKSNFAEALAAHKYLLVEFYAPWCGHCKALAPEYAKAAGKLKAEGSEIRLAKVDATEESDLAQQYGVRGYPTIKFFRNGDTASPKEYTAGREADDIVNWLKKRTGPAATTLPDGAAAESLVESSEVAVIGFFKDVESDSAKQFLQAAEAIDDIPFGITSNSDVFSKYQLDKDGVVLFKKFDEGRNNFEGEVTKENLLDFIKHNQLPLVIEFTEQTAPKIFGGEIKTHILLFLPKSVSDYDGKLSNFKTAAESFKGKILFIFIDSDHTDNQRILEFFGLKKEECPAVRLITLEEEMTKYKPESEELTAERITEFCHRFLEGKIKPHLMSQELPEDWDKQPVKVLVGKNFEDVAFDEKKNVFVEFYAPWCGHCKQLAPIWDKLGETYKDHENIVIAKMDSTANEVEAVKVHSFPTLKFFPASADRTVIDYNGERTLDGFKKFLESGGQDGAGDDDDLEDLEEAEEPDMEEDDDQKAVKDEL
TRPM1 prom inh: inhibitors of MITF-dependent TRPM1 promoter reporter, primary screen, cell-based, SK-MEL-5, single point, luciferase; SK-MEL-5 TRPM1 promoter luciferase, 24 h; inhibition, % at 12.5 µM; hit rate 0.83% among 330,000; AID 488899, 2010;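 active = mean inhibition across replicates of 60% or more, whatever share of single replicates reaches that level; inconclusive = some that reach 60%, reason not given; inactive = mean inhibition across replicates below 60%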; note: values of inactives mirror those of a sister screen read the other way
Peg3 prom inh: Peg3 promoter-driven luciferase inhibitors, primary screen, cell-based, HeLa, luciferase luminescence | HeLa PEG-Prom luciferase reporter, overnight | inhibition, % at 20 µM | hit rate 1.7% among 360,000;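 active = inhibition of at least 50% at 20 µM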
HIF-2a block: HIF-2a reporter inhibitors, primary screen, luminescence, 786-0 RCC cells; hit rate 0.72% among 360,000; 786-0 RCC cells HIF-2a reporter, luciferase luminescence, overnight; inhibition, % at 18.8 µM;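 active = inhibition of the luminescence signal of 40% or more relative to plate controls, in a single-dose primary screen at 18.75 µM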
CF NFkB inh: inhibitors of PAF-induced NF-kB signaling, primary screen, cell-based, GFP fluorescence, uHTS. KKLEB NF-kB-GFP reporter, GFP fluorescence overnight. inhibition, % at 5 µM. hit rate 0.86% among 360,000;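 active = at least 50% inhibition at 5 µM, scaled per plate between neutral and stimulator controls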;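 note: PAF is a Pseudomonas aeruginosa culture filtrate used as stimulus; plate controls were PAF-stimulated DMSO wells for no effect and unstimulated DMSO wells for full effect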
NR2E3 ag-1: NR2E3 agonists in two-hybrid cells, primary screen, cell-based, luminescence, CHO-S, Gal4-NCOR/VP16-NR2E3. inhibition of corepressor binding, % at 3.98 µM. Photoreceptor-specific nuclear receptor (Homo sapiens), Q9Y5X4. hit rate 0.35% among 360,000. AID 602229, 2012. luciferase;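 active = inhibition above the mean of all tested compounds plus 3 SD, cut at about 70% in these data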;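 note: 0% = DMSO with NR2E3 transfected cells and 100% = cells lacking NR2E3 construct; higher means lower luciferase signal from less NR2E3 corepressor binding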
Target sequence (Q9Y5X4 whole entry, looked up, the tested form may be a part): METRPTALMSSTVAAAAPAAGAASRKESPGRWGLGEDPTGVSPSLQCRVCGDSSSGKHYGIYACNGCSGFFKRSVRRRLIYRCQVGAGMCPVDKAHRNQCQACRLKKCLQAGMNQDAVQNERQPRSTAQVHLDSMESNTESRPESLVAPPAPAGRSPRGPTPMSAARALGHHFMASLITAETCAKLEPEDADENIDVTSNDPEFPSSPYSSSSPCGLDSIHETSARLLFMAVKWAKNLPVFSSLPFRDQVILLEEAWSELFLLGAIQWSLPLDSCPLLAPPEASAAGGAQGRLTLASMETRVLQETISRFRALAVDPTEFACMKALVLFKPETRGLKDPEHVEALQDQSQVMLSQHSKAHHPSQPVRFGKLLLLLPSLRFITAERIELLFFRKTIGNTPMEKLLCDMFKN
CaV13 FRET inh: Primary screen for inhibitors of IQ motif and Ca2+-dependent inactivation inhibitor domain binding in CACNA1D, Förster resonance energy transfer in living cells, …; inhibition, % at 12.3 µM; AID 743397; HEK cells, CFP/YFP FRET ICDI-IQ, plate reader, 10 min; percent FRET-ratio fall versus neutral wells; hit rate 0.098% among 340,000;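 active = mean replicate inhibition of at least 30% and at least 1% of replicates passing that level; inconclusive = only one of the two criteria is met; inactive = neither criterion is met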;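 note: 0% = median of the neutral control wells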
NR2E3 ag-2: inhibitors of NR2E3-RetCOR corepressor binding, primary screen, NR2E3 agonist project, biochemical, TR-FRET, GST-NR2E3, biotin-RetCOR | Photoreceptor-specific nuclear receptor (Homo sapiens), Q9Y5X4 | AID 2300, 2010 | hit rate 0.12% among 320,000 | 1536-well | inhibition of corepressor binding, % at 4.78 µM;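 active = percent inhibition above the cutoff of mean plus 3 SD of all tested compounds, set per screening campaign, cut at about 20% in these data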;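 note: 0% = DMSO wells and 100% = biotin wells as full block of FRET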
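Material: NR2E3–RetCOR corepressor complex / Amount: 1.35 nM GST-NR2E3 / Medium: Tris pH 7.5 / Compound: single nominal compound dose of 4.8 µM / Incubation: 5 h at 4 °C / Technique: TR-FRET, Eu(K)-anti-GST donor, streptavidin-D2 acceptor, ex 340, em 617/671 nm / Read-out basis: percent loss of FRET ratio relative to control wells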
KKLEB tox: cytotoxicity in KKLEB CF airway cells, primary screen, cytotoxicity control for CF NF-kB inhibitor project, cell-based, uHTS, fluorescence assay plates; KKLEB CF airway cells viability, ATPlite luminescence, overnight; active compounds read low; cells stimulated with P. aeruginosa culture filtrate; activity change (cytotoxicity), % at 5 µM; hit rate 0.36% among 360,000;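 active = corrected activity change at or below -50% at 5 µM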
Shn3 3UTR inh: reduction of Shn3 3'UTR firefly luciferase signal, primary screen, Schnurri-3 inhibitor project, cell-based, Clone20 osteoblasts, set 2. Clone20 osteoblast Shn3 3'UTR firefly luciferase, 24 h. inhibition, % at 12.5 µM. hit rate 0.52% among 360,000. AID 588674, 2011;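 active = mean inhibition of at least 75% with every replicate also reaching 75%; inconclusive = mean inhibition at least 75% but some replicate below; inactive = mean inhibition below 75%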;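 note: 0% = median of neutral control wells and 100% = pilot-screen positive control compound; some compounds past the cut are filed as inactive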
Active calls of the source: *; ? = inconclusive; nt = not tested or not shown.

nr	Compound	Vif imaging	PDI inh	TRPM1 prom inh	Peg3 prom inh	HIF-2a block	CF NFkB inh	NR2E3 ag-1	CaV13 FRET inh	NR2E3 ag-2	KKLEB tox	Shn3 3UTR inh
1	COc1cccc(C2NC(=O)NC(C)=C2C(=O)Nc2ccc(C)cc2)c1 (stereo not drawn)	4	-4	0	6	13	13	13	-6	3	-15	-20
2	CCN(Cc1ccccc1)S(=O)(=O)c1cc(C(=O)O)ccc1OC	-4	-4	1	8	9	8	-8	3	2	-1	5
3	COCC(C)NC(=O)C(C)Oc1ccccc1 (stereo not drawn)	6	-1	3	6	18	-2	-2	-5	2	12	-8
4	O=C(NCc1ccco1)NC12CC3CC(CC(C3)C1)C2	3	1	-7	0	6	1	21	-6	5	-7	0
5	COc1cc(OC)cc(-c2c(-c3cccs3)c3cc(-c4ccc(N(C)C)nc4)ccc3n2C)c1	0	9	-15	52*	9	17	-18	-5	4	-10	-1
6	COc1cccc(NC(=O)CN(C)C(=O)c2cccc(NS(=O)(=O)c3ccccc3)c2)c1	-2	11	1	6	5	-6	-13	-5	-1	6	-5
7	Cc1ccc(NC(=O)c2ccc(S(=O)(=O)N3CCOCC3)cc2)nc1	-6	-1	-1	-15	-7	-5	-7	-5	-1	2	2
8	Cc1cccc(N(C(=O)CNC(=O)c2ccco2)C(C(=O)NC2CCCCC2)c2cccnc2)c1 (stereo not drawn)	11	2	5	-9	19	0	7	-4	-2	-3	-7
9	CC(Sc1nc(-c2ccccc2)c(-c2ccccc2)[nH]1)C(=O)NCC1CCCO1 (stereo not drawn)	-9	-2	nt	5	17	5	16	-4	nt	3	8
10	Cc1ccc([C@H]2C(C(=O)O)=CC[C@@H](c3cccs3)N2S(=O)(=O)c2ccc(C)cc2)cc1	nt	3	-12	12	8	18	-8	-5	nt	-2	-5
11	CN(C)C(=S)NC(=S)Nc1ccc2ccccc2c1	2	1	-14	-322	-248	-44	46	-9	nt	3	-25
12	CCN(CC)CCn1c2c(c(SCC(=O)Nc3nc4ccccc4s3)nc1=O)CCCC2	9	-4	1	15	1	15	-10	-6	0	-1	3

(more compounds)
nr	Compound	Vif imaging	PDI inh	TRPM1 prom inh	Peg3 prom inh	HIF-2a block	CF NFkB inh	NR2E3 ag-1	CaV13 FRET inh	NR2E3 ag-2	KKLEB tox	Shn3 3UTR inh
13	CC1CCN(CC(O)COc2cccc(F)c2)CC1 (stereo not drawn)	5	2	-14	-3	2	22	-7	0	0	-6	6
14	COc1ccc(NC(=O)C2CCCN2C(=O)OCc2ccccc2)c(OC)c1 (stereo not drawn)	9	-7	-7	14	10	7	-12	-5	-4	0	8
15	Cc1cc(=O)oc2cc(OCc3ccc(C(=O)N4CCN(c5ccc([N+](=O)[O-])cc5)CC4)cc3)ccc12	1	-8	1	-3	-13	-10	-16	-5	nt	0	45
16	O=C(Cc1ccccc1)NNc1c2ccccc2nc2ccccc12	-4	3	14	11	7	-45	-7	15	-3	-2	9
17	Cc1cc(N)n(Cc2ccc(Cl)cc2)n1	1	-4	nt	11	5	-1	-17	0	-2	-4	-7
18	O=C(Nc1ccc2c(c1)C(=O)NC2=O)c1ccc2ncsc2c1	-2	4	-30	-124	-77	18	-77	2	4	2	-90
19	C=CCNC(=O)/C(=C\C=C\c1ccccc1)NC(=O)c1ccc(OCCCC)cc1	-3	-6	5	-3	-10	-2	-7	nt	-1	8	-3
20	CC(C)C(NC(=O)OCc1ccccc1)C(=O)NC(Cc1ccc(O)cc1)C(=O)O (stereo not drawn)	-6	-10	0	5	14	-5	-34	-4	0	3	-15
21	Clc1ccc(CSc2nnc(-c3ccccn3)n2Cc2ccco2)c(Cl)c1	-21	-4	7	44	27	-13	2	-4	-1	-4	8
22	Cc1ccc(S(=O)(=O)N(C)c2ccccc2)cc1	3	-8	2	5	15	2	-4	-4	4	4	51
23	CC(C)CNC(=O)CC(c1ccccc1)c1c(O)ccc2ccccc12 (stereo not drawn)	8	-9	-2	19	27	2	-35	-4	-1	13	-13
24	Cc1ccc(C(=O)NC(C)C(c2cccs2)N2CCOCC2)cc1C (stereo not drawn)	-7	1	nt	1	11	2	10	-12	nt	13	-23

Screen by screen, from the results shown.
PDI inh for entries 15 to 23 → -8, 3, -4, 4, -6, -10, -4, -8, -9
CaV13 FRET inh for entries 15 to 23 → -5, 15, 0, 2, nt, -4, -4, -4, -4
KKLEB tox for entries 15 to 23 → 0, -2, -4, 2, 8, 3, -4, 4, 13

The listing picks up, repeating the six entries before the break.
nr	Compound	Vif imaging	PDI inh	TRPM1 prom inh	Peg3 prom inh	HIF-2a block	CF NFkB inh	NR2E3 ag-1	CaV13 FRET inh	NR2E3 ag-2	KKLEB tox	Shn3 3UTR inh
19	C=CCNC(=O)/C(=C\C=C\c1ccccc1)NC(=O)c1ccc(OCCCC)cc1	-3	-6	5	-3	-10	-2	-7	nt	-1	8	-3
20	CC(C)C(NC(=O)OCc1ccccc1)C(=O)NC(Cc1ccc(O)cc1)C(=O)O (stereo not drawn)	-6	-10	0	5	14	-5	-34	-4	0	3	-15
21	Clc1ccc(CSc2nnc(-c3ccccn3)n2Cc2ccco2)c(Cl)c1	-21	-4	7	44	27	-13	2	-4	-1	-4	8
22	Cc1ccc(S(=O)(=O)N(C)c2ccccc2)cc1	3	-8	2	5	15	2	-4	-4	4	4	51
23	CC(C)CNC(=O)CC(c1ccccc1)c1c(O)ccc2ccccc12 (stereo not drawn)	8	-9	-2	19	27	2	-35	-4	-1	13	-13
24	Cc1ccc(C(=O)NC(C)C(c2cccs2)N2CCOCC2)cc1C (stereo not drawn)	-7	1	nt	1	11	2	10	-12	nt	13	-23
25	Cc1cccc(C(=O)N2CCN(c3ccc([N+](=O)[O-])c(N4CCOCC4)c3)CC2)c1	-1	3	20	14	7	10	22	-5	-1	1	9
26	COc1ccc(NC(=O)Nc2cc(C)ccc2OC)cc1	0	-12	-26	-84	-85	-12	0	-6	0	6	-1
27	CCN(CCn1cccn1)C(=O)CC1C(=O)NCCN1Cc1ccc(F)c(F)c1 (stereo not drawn)	4	0	1	1	8	13	-21	-4	4	-7	3
28	CCNc1cc(N2CCN(S(=O)(=O)c3ccc4c(c3)CCCC4)CC2)ccc1[N+](=O)[O-]	-4	-7	-7	14	11	30	-22	-9	7	-28	38
29	CCCn1c(=O)c2ccccc2n2c(SCC(=O)c3ccc(CC)cc3)nnc12	4	2	-6	21	16	11	-7	-5	-1	-13	-2
30	CCC(C)(C)NC(=O)Cn1c(=O)oc2cc(S(=O)(=O)N3CC(C)CC(C)C3)ccc21 (stereo not drawn)	0	9	4	27	8	-5	4	-15	-1	5	21
31	CCOc1cccc(=O)c2c(C)n(C)c(C)c12	-6	-2	7	6	10	-3	-20	-9	3	5	-7
32	CCOc1cc(/C=N/OC(C)=O)ccc1OCc1ccccc1	-9	3	-6	-33	-53	-24	-10	-4	-3	8	-1
33	Cc1ccc(-n2c(-c3ccccc3)n[nH]c2=S)cc1	-5	-6	3	4	15	-2	10	-4	4	13	-21
34	CC(NC(=O)CSc1nnc(CC(=O)Nc2ccc(Cl)c(Cl)c2)n1C)c1ccccc1 (stereo not drawn)	-5	-1	4	16	16	10	2	-3	2	-7	-3
35	CCC(=O)Nc1ccc2nc(C)n(Cc3ccccc3Cl)c(=O)c2c1	-11	5	-9	18	-2	9	0	nt	2	-2	1
36	N#Cc1ccccc1S(=O)(=O)N1CCN(C(=O)c2cc(=O)[nH]c3ccccc23)CC1	0	0	-9	-5	4	4	-17	-6	4	0	-39

Later entries.
nr	Compound	Vif imaging	PDI inh	TRPM1 prom inh	Peg3 prom inh	HIF-2a block	CF NFkB inh	NR2E3 ag-1	CaV13 FRET inh	NR2E3 ag-2	KKLEB tox	Shn3 3UTR inh
37	CN1C(=O)/C(=C\c2ccncc2)SC1=Nc1ccccc1	nt	6	9	13	26	44	-9	-8	2	-31	12
38	O=C(OCC(=O)N1CCc2ccccc21)c1n[nH]c(=O)c2ccccc12	?	-15	-2	-14	7	-19	16	-2	-3	-7	5
39	Cn1c(=O)cc(OCC(=O)N2CCN(c3ccccc3F)CC2)c2ccccc21	-10	-5	14	4	8	3	-14	-1	3	-14	-10
40	Cc1ccc(C(=O)NC(=S)Nc2ccc(NC(=O)c3cccs3)cc2)cc1[N+](=O)[O-]	-4	3	38	9	26	30	-21	-3	-4	-10	24
41	COCCNc1nnc(SC(C)C(=O)Nc2c(C)n(C)n(-c3ccccc3)c2=O)s1 (stereo not drawn)	-2	-1	11	7	-1	8	4	-5	3	-27	0
42	Cc1ccccc1NC(=O)CN1C(=O)COc2ccc(S(=O)(=O)N3CCCC3)cc21	2	3	-4	-2	4	13	-1	-5	-1	1	6
43	Cc1ccc(NC(=O)CSCCc2ccccn2)nc1	0	1	-13	-14	-23	1	-15	-3	-2	-10	-17
44	O=C(COC(=O)c1cc[n+]([O-])cc1)Nc1ccccc1Cl	-2	7	10	5	8	-14	7	-4	5	12	1
45	COc1cccc(C(NC(C)=O)c2nc(-c3cnc4ccccc4c3)cs2)c1 (stereo not drawn)	-3	-5	nt	-5	-33	-19	-68	-5	nt	1	-8
46	COc1ccccc1-c1ccc2c(c1)C(C)(Cc1cccc(F)c1)C(=O)N2 (stereo not drawn)	-31	16	nt	23	22	6	5	-8	nt	-11	48
47	Cc1ccc(-n2c(SCC(=O)O)nc3c(sc(=S)n3-c3ccc(C)c(C)c3)c2=O)cc1	-1	-3	-7	20	21	10	-5	-21	2	9	-15

Some of these compounds in order of their number in Peg3 prom inh, highest first.
cpd	mol	Peg3 prom inh
40	Cc1ccc(C(=O)NC(=S)Nc2ccc(NC(=O)c3cccs3)cc2)cc1[N+](=O)[O-]	9
44	O=C(COC(=O)c1cc[n+]([O-])cc1)Nc1ccccc1Cl	5
39	Cn1c(=O)cc(OCC(=O)N2CCN(c3ccccc3F)CC2)c2ccccc21	4
